HSF1 inh: HSF1 inhibitors in luciferase reporter cells, primary screen, cell-based, NIH3T3, luminescence | NIH3T3-HGL HSE-luciferase, MG132-induced, luminescence 8 h; hits give low values | activity change, negative = inhibition, % at 7.5 µM (by protocol) | 300,000 compounds, 0.77% hits | AID 2098, 2009;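 active = more than half of replicate wells show activity change below -50%, luminescence cut by over half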;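 note: luciferase reports HSF-1 transcriptional activity via heat shock element; 0% = median of DMSO wells and -100% = zero luminescence signal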
PolyA inhibitor: polyadenylation inhibitors in yeast reporter cells, primary screen, luminescence, S. cerevisiae; calls only at 12 µM; S. cerevisiae SKY197-pL101 polyadenylation reporter, beta-gal luminescence; efflux-impaired pdr1/pdr3 knockout yeast; score 100 = 6 SD above DMSO; 300,000 compounds, 0.02% hits;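 active = lowest replicate activity score at least 50, where 100 means six control SD above control mean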;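 note: yeast exposed to compound for 9 h at 30 °C; higher score means more reporter readthrough which indicates perturbed polyadenylation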
KLF5 inh: KLF5 expression inhibitors, primary screen, DLD-1 cells, luminescence; DLD-1 KLF5 promoter-luciferase reporter; inhibition, % at 5 µM; 290,000 compounds, 0.23% hits;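 active = inhibition above a per-plate limit of that plate's mean compound inhibition plus 3 SD, cut at about 60% in these data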;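 note: 0% = DMSO wells and 100% = LY294002 at 200 µM; higher means less KLF5 promoter-driven luciferase light; inactives centre near -14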
IEC-6 tox: cytotoxicity in IEC-6 intestinal epithelial cells, primary screen, cytotoxicity control for KLF5 inhibitor project, cell-based, luminescence; IEC-6 cytotoxicity, luminescence viability; inhibition, % at 5 µM; 290,000 compounds, 0.78% hits; AID 1825, 2009; in the data active = inhibition above about 22%;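 note: 0% = plate median of test compound wells and 100% = cytotoxic reference compound wells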
GSK3 alpha inh: blockers of GSK3A enzyme activity – biochemical, luminescence, cell-free homogeneous, HTS, primary screen | Glycogen synthase kinase-3 alpha (Homo sapiens), P49840 | GSK-3 alpha kinase, ADP-Glo luminescence, 60 min | inhibition, % at 10 µM | 320,000 compounds, 0.1% hits;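 in the data active = inhibition above about 50%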;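 note: GST-tagged GSK-3 alpha with peptide substrate and 25 µM ATP; 0% = DMSO neutral wells and 100% = GW8510 positive control wells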
Target sequence (P49840 whole entry, looked up): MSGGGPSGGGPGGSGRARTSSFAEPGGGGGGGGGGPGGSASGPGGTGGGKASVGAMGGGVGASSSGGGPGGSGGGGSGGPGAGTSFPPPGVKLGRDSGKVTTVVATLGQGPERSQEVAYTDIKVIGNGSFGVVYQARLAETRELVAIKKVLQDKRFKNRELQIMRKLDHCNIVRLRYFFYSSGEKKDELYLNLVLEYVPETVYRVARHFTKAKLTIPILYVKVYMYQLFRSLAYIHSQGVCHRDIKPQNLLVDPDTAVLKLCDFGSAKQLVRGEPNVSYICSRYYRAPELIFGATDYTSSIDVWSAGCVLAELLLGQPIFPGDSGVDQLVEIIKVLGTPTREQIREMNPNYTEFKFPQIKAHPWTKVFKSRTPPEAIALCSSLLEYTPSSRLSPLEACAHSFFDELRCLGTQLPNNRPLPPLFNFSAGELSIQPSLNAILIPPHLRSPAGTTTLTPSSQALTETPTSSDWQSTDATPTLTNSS
aSyn 5UTR inh: MLPCN primary screen, SNCA 5' untranslated region; inhibition, % (tested at 7.5 µM); 300,000 compounds, 0.82% hits; AID 1813, 2009; alpha-synuclein 5'UTR reporter, inhibitor activity; in the data active = inhibition above about 60%;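 note: H4 neuroglioblastoma cells stably carrying SNCA 5'UTR luciferase fusion; 0% = DMSO wells and 100% = positive control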
HSP90 inh: HSP90 inhibitors, primary screen, cell lysate, luminescence; inhibition, % at 5.6 µM; 290,000 compounds, 0.91% hits; Rabbit reticulocyte lysate, luciferase refolding luminescence, 3 h; Heat shock protein HSP 90 (rabbit reticulocyte lysate; luciferase refolding);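 active = inhibition above the screen-wide mean plus 3 SD, computed separately per campaign, cut at about 16% in these data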;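 note: 0% = DMSO wells and 100% = 60 µM geldanamycin wells; inhibitors lower the luminescence because luciferase stays unfolded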
HSF-1 act: HSF-1 activators, primary screen, NIH3T3-HGL cells, MG132 stress, luminescence, single point; activation, % at 9 µM; 300,000 compounds, 1.7% hits; NIH3T3-HGL HSF-1 luciferase reporter, 8 h; 100% = twice DMSO control signal;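 active = mean replicate activation of at least 50% with a set share of replicates each reaching 50%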;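 note: 0% = median of the neutral control wells and 100% = twice that signal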
AI-2 QS mod: Vibrio harveyi AI-2 quorum sensing modulators, primary screen, JMH597 strain, luminescence/OD600 ratio; Vibrio harveyi JMH597 AI-2 luminescence/OD600 ratio, 9 h; hits give low values; strain lacks LuxN and CqsS sensors; 0 = neutral-control median; activity change, % at 7.5 µM; 300,000 compounds, 0.4% hits; AID 2094, 2009; in the data active = activity change below about -75%, passing the limit was not always enough;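 note: luminescence divided by OD600 gain over 9 h not by final OD600 alone; inactives centre near 13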
GSK3beta inhib: human GSK3beta kinase inhibitors, primary screen, biochemical, cell-free homogeneous, HTS; Glycogen synthase kinase-3 beta (Homo sapiens), P49841; 300,000 compounds, 0.038% hits; AID 2097, 2009; GST-GSK3beta kinase, ADP-Glo luminescence, 60 min; hits give low values; activity score (negative = inhibition), % at 10 µM;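 active = more than half of replicate wells score below -50%, meaning over 50% inhibition versus plate controls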;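 note: 0% = median DMSO wells and -100% = median GW8510 positive control wells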
Target sequence (P49841 whole entry, looked up): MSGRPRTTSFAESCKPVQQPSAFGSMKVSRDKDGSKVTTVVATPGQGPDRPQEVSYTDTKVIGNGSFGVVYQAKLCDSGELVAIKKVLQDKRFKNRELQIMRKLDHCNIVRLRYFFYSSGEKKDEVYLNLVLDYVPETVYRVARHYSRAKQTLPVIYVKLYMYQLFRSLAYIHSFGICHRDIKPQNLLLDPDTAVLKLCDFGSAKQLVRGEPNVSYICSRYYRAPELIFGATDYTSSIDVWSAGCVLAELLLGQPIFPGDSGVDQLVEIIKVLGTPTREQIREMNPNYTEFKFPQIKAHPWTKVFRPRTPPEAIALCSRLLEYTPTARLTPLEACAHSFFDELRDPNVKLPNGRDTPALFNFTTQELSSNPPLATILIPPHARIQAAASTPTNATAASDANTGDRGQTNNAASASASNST
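Assay system: GST-tagged human GSK3beta kinase, cell-free; Input: 1.6 ng GSK3beta; Medium: Tris/MgCl2 kinase buffer; Timing: 60 min enzyme reaction, room temperature; Signal: ADP-Glo luminescence quantifying ADP generated by kinase; Evaluation: score relative to plate controls; Benchmarks: DMSO neutral wells and GW8510 at 20 µM as positive.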
* marks the source's active call; other numbers are inactive results; i = inactive; . = not tested or not shown. These rows are one share of the data; the hit share may differ from the screen's.

SMILES	HSF1 inh	PolyA inhibitor	KLF5 inh	IEC-6 tox	GSK3 alpha inh	aSyn 5UTR inh	HSP90 inh	HSF-1 act	AI-2 QS mod	GSK3beta inhib
Cc1nc2ccc(NC(=O)c3ccc4ccccc4n3)cc2s1	11	i	-60	4	-2	-71	1	11	18	2
O=[N+]([O-])c1cccc(-n2cccc2/C=N/Nc2nc(N3CCCCC3)nc(N3CCCCC3)n2)c1	1	i	-2	0	-1	22	-2	12	31	3
Oc1ccc(-c2nc3ccccc3nc2-c2ccccc2)cc1	4	i	-81	-6	0	13	1	-5	-3	0
O=C(O)Cn1c(-c2ccccc2)nc2ccccc21	-2	i	-12	2	0	-6	6	-7	26	1
CC(=O)N1N=C(c2cccs2)CC1c1cccc([N+](=O)[O-])c1 (centres undefined)	9	i	13	-5	4	6	-1	35	23	0
COc1ccccc1CN1CCNC(=O)C1CC(=O)NCCCN1CCCC1=O (centres undefined)	2	i	3	-7	-1	-1	-1	32	6	1
CSc1n[nH]c(=S)n1N	7	i	-18	-3	-2	1	3	14	-8	1
O=C(Cn1c(=O)n(-c2cccc(Cl)c2)c(=O)n1CC(=O)N1CCCCC1)N1CCCCC1	1	i	-21	-2	-2	7	-2	-5	21	4
CCN(CC)C(=O)CP(=O)(c1ccccc1)c1ccccc1	3	i	12	3	-1	7	1	7	21	-1
O=C(OCC(=O)N1CCCCC1)c1cc2ccccc2cc1O	0	i	-3	-1	0	-23	-2	-9	20	1
COc1cc(C(=O)NC(C)c2ccc(-n3ccnc3)cc2)cc(OC)c1C (centres undefined)	2	i	6	-7	0	-2	1	6	8	0
Cc1nc(NC(=O)c2ccncc2)sc1C(=O)N(C)C	-3	i	-15	8	-4	-14	4	-16	1	0
COc1cc(NC(=O)N2c3ccccc3Sc3ccccc32)c(C(=O)O)cc1OC	2	i	-8	-2	-2	11	-3	21	29	-2
CCOc1cc(CNc2ccccc2)cc(Br)c1OCc1ccc(F)cc1	-1	i	-22	-2	-2	14	1	1	16	3
NS(=O)(=O)c1ccc(NC2=CC(c3ccc([N+](=O)[O-])cc3)N(c3ccc(S(N)(=O)=O)cc3)C2=O)cc1 (centres undefined)	-4	i	-9	9	0	-17	6	0	23	-2
CCOC(=O)CC(/C(C)=N\O)c1ccccc1 (centres undefined)	-13	i	-10	1	-2	4	-1	6	15	-1
Cc1cccc(NC(=S)N2CCCN(c3ncccc3[N+](=O)[O-])CC2)c1	8	i	-27	-10	1	13	-1	12	5	2
COc1ccc(CCCc2nc3ccccc3[nH]2)cc1	2	i	-15	3	3	-16	2	-7	-7	4
CCC(C)N1CC(O)=C(c2nc3ccccc3[nH]2)C1=N (centres undefined)	18	i	-35	5	0	-80	2	20	21	-1
COc1ccc(NC(=O)CSc2ncn(-c3ccccc3)n2)cc1Cl	-4	i	4	2	-3	-10	0	5	14	2
O=C(Cn1cnc2c(cnn2-c2ccccc2)c1=O)OCc1ccccc1	10	i	-25	-2	-3	-40	-1	35	43	0
CCOC(=O)CSc1nc2cccnc2n1C	-2	i	-26	-10	4	16	-4	3	1	-1
CCOc1ccc(-n2c(SCC(=O)Nc3ccc4c(c3)OCO4)nc3ccccc3c2=O)cc1	2	i	-21	0	1	5	-2	1	-9	-4
N#Cc1nc(COc2ccccc2)oc1N1CCCCCC1	6	i	-21	3	-3	15	-1	7	4	2
O=C(c1nc2ccccn2c1CNCCOc1cccnc1)N1CCOCC1	3	i	-7	-5	-2	-26	2	-3	2	-24

Reformatted with values under each structure: part of the list above.
Second line of a record – HSF1 inh, PolyA inhibitor, KLF5 inh, IEC-6 tox, GSK3 alpha inh, aSyn 5UTR inh, HSP90 inh, HSF-1 act, AI-2 QS mod, GSK3beta inhib
CCN(CC)C(=O)CP(=O)(c1ccccc1)c1ccccc1
    3, i, 12, 3, -1, 7, 1, 7, 21, -1
O=C(OCC(=O)N1CCCCC1)c1cc2ccccc2cc1O
    0, i, -3, -1, 0, -23, -2, -9, 20, 1

Following part:
SMILES	HSF1 inh	PolyA inhibitor	KLF5 inh	IEC-6 tox	GSK3 alpha inh	aSyn 5UTR inh	HSP90 inh	HSF-1 act	AI-2 QS mod	GSK3beta inhib
O=C(CCNC(=O)C1CCN(S(=O)(=O)c2ccccc2)CC1)NCc1ccc(Cl)c(Cl)c1	4	i	-36	6	3	18	-2	29	24	0
O=C1CCN(Cc2ccc([N+](=O)[O-])cc2)CCN1[C@H](CO)Cc1ccccc1	5	i	-44	-7	1	16	-4	-9	5	-1
Cc1cccc(C(=O)NCCCN2CCCC2=O)c1	-2	i	0	-1	-2	6	-1	26	13	4
CS(=O)(=O)NNC(=O)c1csc(Cc2c(Cl)sc3ccc(Cl)cc23)n1	-9	i	-4	-2	-1	4	2	10	10	3
CN(Cc1ccccc1)S(=O)(=O)CCNC(=O)c1ccc2c(c1)OCO2	-4	i	.	.	3	12	.	5	-1	4
Clc1cccc(CN2CCSCC2)c1	1	i	-32	-1	0	-17	0	-12	33	0
Cc1cc(NC(=O)/C(C#N)=C/c2ccc(-c3ccc(SC(F)F)cc3)o2)n(-c2ccccc2)n1	25	i	-11	-4	-2	-10	3	43	8	1
CCOP(=O)(c1ccccc1)c1nc(-c2ccccc2C)oc1N1CCCCC1 (centres undefined)	10	i	-15	2	0	2	1	12	25	0
COc1ccc(CC(=O)NCc2ccc3c(c2)OCO3)cc1	-3	i	-3	4	-1	-12	-3	4	27	-2
CCOC(=O)c1c(C)oc2ccc(OCC(N)=O)cc12	-3	i	-2	3	8	30	0	15	38	0
CCOC(=O)C1=C(C)Nc2nnnn2C1c1cccc(OC)c1OC (centres undefined)	-3	i	4	-1	2	33	0	6	10	-1
CN(CCOc1ccccc1)C(=O)C1CCN(C(=O)c2ccc(Cl)cc2)CC1	0	i	-3	-5	-1	-5	-2	-3	0	2
Cc1ccc(-c2cc(-c3ccccc3[N+](=O)[O-])[nH]n2)c(O)c1	14	i	-158	2	-1	-343	-3	39	16	0
Cc1ccc([N+](=O)[O-])cc1-c1ccc(/C=N/NC(=O)CN2CCOCC2)o1	-6	i	-30	1	6	22	-2	-5	13	2
O=C(/C=C/c1ccccc1)Nc1ccc(S(=O)(=O)N2CCOCC2)cc1	-1	i	-38	2	-1	3	14	-17	-2	1
C=C(C)Cn1c(C2CC(=O)N(Cc3ccccc3)C2)nc2ccccc21 (centres undefined)	-7	i	.	.	1	-4	.	4	-4	1
COc1cc(/C=N/NS(=O)(=O)c2ccc(C(C)(C)C)cc2)cc([N+](=O)[O-])c1O	-1	i	-24	-1	-3	-13	-1	15	84	3
Cc1ccc(-c2nnn(CC(=O)NCC3COCCO3)n2)o1 (centres undefined)	-2	i	9	-12	1	-6	-3	6	20	2
Cc1ccc(C)c(N(CC(=O)N2CCCCCC2)S(C)(=O)=O)c1	-3	i	-29	6	-2	-3	4	10	12	-3
Cc1c(CCC(=O)NCCCn2ccnc2)c(=O)oc2cc3oc4c(c3cc12)CCCC4	-11	i	-44	7	-2	40	-5	-3	20	0
O=C(O)CCCn1c(=S)[nH]c2c(sc3ccc([N+](=O)[O-])cc32)c1=O	4	i	1	-3	-2	12	2	5	0	4
CC1CN(C(=O)c2ccc(NS(=O)(=O)c3ccc(F)c(F)c3)cc2)CC(C)O1 (centres undefined)	-1	i	.	.	0	13	.	-1	15	0
COc1ccc(CCN(C)Cc2ccc(C(=O)Nc3ccccc3)cc2)cc1OC	-7	i	-19	1	2	-46	-1	16	53	1
Cc1ccc(C)c(NC(=O)COC(=O)c2ccc3c(c2)OCO3)c1	-5	i	3	0	-1	7	2	-8	-6	-2
O=C(NCCCN1CCc2ccccc2C1)Nc1ccc(Br)cc1	8	i	-13	4	-1	-44	0	12	-15	-5

Later entries
SMILES	HSF1 inh	PolyA inhibitor	KLF5 inh	IEC-6 tox	GSK3 alpha inh	aSyn 5UTR inh	HSP90 inh	HSF-1 act	AI-2 QS mod	GSK3beta inhib
CCOC(=O)N1CCC(NC(=O)c2oc3c(C)c(C)ccc3c2C)CC1	8	i	-42	-9	-2	-11	-6	-5	13	-1
CC1(C)CN(c2cccc(C#N)c2)C1=O	-4	i	-12	-3	-1	-1	-2	15	20	-3
O=C(Cc1cccc2ccccc12)N/N=C1\CCCc2ccccc21	-4	i	-20	0	0	6	0	13	1	-1
Cc1ccccc1NC(=S)NCC1CCN(C(C)c2ccccc2)C1 (centres undefined)	4	.	-20	-5	0	7	1	-6	-6	-1
O=C(CN1CCN(c2ccccn2)CC1)Nc1cc(C(F)(F)F)ccc1Cl	-3	i	1	-7	-4	3	-1	-6	9	4
Cc1csc(NC(=O)COCC(=O)O)c1-c1nc2ccccc2s1	-14	i	-12	-2	4	-9	-2	5	23	3
Cc1ccc2c(c1)N(CC(=O)NC1CCC(C)CC1)C(=O)c1cccnc1O2 (centres undefined)	8	i	8	0	-1	17	-4	-1	19	1
COc1ccc(NC(=O)Nc2cnccn2)cc1	4	i	-31	0	-1	-80	0	1	-4	-1
O=C(Nc1ccccc1C(=O)N1CCCCCC1)c1ccccc1Cl	0	i	-31	1	-2	4	3	-9	1	1
CCOC(=O)c1cnn(Cc2ccc(C)cc2)c1N	0	i	-17	-1	-3	-18	3	-7	51	0
CC1CCC(N2CCN(C(=O)c3ccccc3F)CC2)CC1 (centres undefined)	-2	i	-7	-2	-1	-12	1	3	-3	-1
O=C(O)c1ccccc1OCC1CCCO1 (centres undefined)	1	i	-6	-3	-2	1	-3	15	19	-3
O=S(=O)(NCc1ccccn1)c1ccc(Br)s1	-3	i	-23	0	-1	11	-1	18	44	2
O=C(Nc1ccc(N2CCCC2)c(Cl)c1)c1ccco1	-5	i	-149	-3	-3	-113	9	-4	9	1
Cc1ccc(CN2CCNC(=O)C2CC(=O)N(C)C(C2CC2)C2CC2)o1 (centres undefined)	-2	i	-30	1	-1	7	-3	12	6	3
CCOP(=O)(NC12CC3CC(CC(C3)C1)C2)NC12CC3CC(CC(C3)C1)C2	-4	i	2	10	2	22	0	0	11	0
Cc1nc2c(-c3ccc(Cl)cc3)c(C)[nH]n2c(=O)c1Cc1ccccc1	-47	i	35	14	0	78*	2	-49	149	-1
COc1ccccc1-n1c(-c2cc(-c3ccco3)[nH]n2)n[nH]c1=S	-2	i	-34	-16	6	-5	0	14	24	4
Cc1cc(C)cc(OCC(=O)NC2=NCCS2)c1	-8	i	-10	-2	-3	-1	-1	1	27	1
COc1ccc(OC)c(NS(=O)(=O)c2cc(OC)ccc2OC)c1	0	i	-19	8	-4	26	-2	0	19	-2

Source: PubChem BioAssay
